# Compound activity deposited in PubChem by National Center for Advancing Translational Sciences (NCATS).
# LmPK inh – blocks Leishmania mexicana pyruvate kinase activity. 290,000 compounds, 0.37% hits. purified LmPK, Kinase-Glo ATP luminescence, 1 h. AID 1721. Q27686. Potency, µM (series often up to 57.5 µM), for inactives: at the highest dose activity change, negative = inhibition, usual class: inhibitors; also: potency is read from the fitted curve at half-maximal effect; % is scaled to controls: 0 for no effect and ±100 for the full control effect
# Target sequence (Q27686 whole entry, looked up): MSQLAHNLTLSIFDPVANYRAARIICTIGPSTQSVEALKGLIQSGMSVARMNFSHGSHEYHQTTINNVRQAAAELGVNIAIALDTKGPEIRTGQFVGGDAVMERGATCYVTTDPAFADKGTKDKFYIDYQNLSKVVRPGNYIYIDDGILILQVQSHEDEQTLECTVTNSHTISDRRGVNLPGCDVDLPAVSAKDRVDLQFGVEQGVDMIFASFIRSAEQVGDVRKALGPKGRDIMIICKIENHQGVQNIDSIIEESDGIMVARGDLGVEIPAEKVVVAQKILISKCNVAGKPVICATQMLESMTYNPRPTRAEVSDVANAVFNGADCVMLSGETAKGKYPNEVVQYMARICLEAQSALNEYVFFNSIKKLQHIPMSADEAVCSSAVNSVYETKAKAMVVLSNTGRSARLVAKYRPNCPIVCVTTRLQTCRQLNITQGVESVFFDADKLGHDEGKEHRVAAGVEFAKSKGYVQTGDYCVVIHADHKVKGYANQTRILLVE
#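 ATP generated from ADP (0.1 mM) and PEP (0.5 mM) by 0.1 nM LmPK over 1 h at room temperature (pH 7.2 imidazole buffer) was detected by coupled luciferase luminescence. Values were normalized to uninhibited and no-enzyme wells.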
# Tb PYK inh – inhibitors of Trypanosoma brucei pyruvate kinase; Q57TT1; TbPYK enzyme, Kinase-Glo Plus ATP luminescence, 45 min; Potency, µM (doses to about 76.8 µM), for the others: at the highest dose activity, negative = inhibition, actives largely listed as inhibitors; 410,000 compounds, 0.12% hits; AID 624173; also: potency is read from the fitted curve at half-maximal effect; % is scaled to controls: 0 for no effect and ±100 for the full control effect; nearly all actives have a fitted effect of over 50% in size
#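 Enzyme and substrate buffer are dispensed first and compound is pin-transferred. ADP at 130 uM final then starts the reaction, which runs 45 min at room temperature. Detection reagent is added for 10 min before luminescence is imaged.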
# Cycloheximide cs – affects cycloheximide protein synthesis inhibition readout, counter-screen | cell reporter, cycloheximide protein synthesis inhibition counterscreen | max response, % | 300,000 compounds, 12% hits | AID 2314; in the data active = max response mostly above about 13%, no sharp cut-off; inactive = mostly below about 14%; also: read at 38.3 µM for the half of the compounds with a filed dose; 0% is about no effect
# Shiga toxin inh – inhibitors of Shiga toxin in Vero cells. Vero cells, Shiga toxin protein synthesis inhibition reporter. inhibition, % at 38.7 µM. 290,000 compounds, 9.2% hits. AID 2315; in the data active = inhibition mostly above about 28%, no sharp cut-off; inactive = mostly below about 43%; also: 0% is about no effect
# Pf growth 96h – P. falciparum growth inhibition at 96 hour, primary screen for plastid delayed-death inhibitors. 320,000 compounds, 6.9% hits. Potency, µM (titrated, usually from 28.7 µM), for the others: at the highest dose activity change, negative = inhibition, actives largely listed as inhibitors. AID 504834. P. falciparum luciferase reporter growth, 96 h; also: potency is read from the fitted curve at half-maximal effect; % is scaled to controls: 0 for no effect and ±100 for the full control effect
#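 Two parasite generations (96 h, 37 C, 5% CO2) of compound exposure in infected erythrocytes (0.05% parasitemia, 2% hematocrit). Luciferase-reporter P. falciparum; decreased luminescence indicates inhibited growth, aimed at apicoplast-acting delayed death.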
# AMA1 RON2 block – disrupts binding of P. falciparum AMA1 to RON2. 360,000 compounds, 0.2% hits. AlphaScreen AMA1-biotinylated RON2 peptide binding. Potency, µM (top dose mostly 58.2 µM), inactives show top-dose activity change, negative = inhibition, actives largely listed as inhibitors;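 also: potency is read from the fitted curve at half-maximal effect; 0% = vehicle wells and -100% = peptide control; nearly all actives have a fitted effect of over 45% in size; some results filed as inactive show a strong effect at the top dose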
#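 AMA1 (3D7) with his tag at 25 nM final met compounds first, then biotinylated RON2 peptide at 25 nM; detection used donor plus acceptor beads, 10 µg/mL apiece, read by AlphaScreen after 30 min at room temperature.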
# Pf growth 48h – P. falciparum growth inhibition at 48 hours (one generation); P. falciparum luciferase growth in erythrocytes, 48 h; Potency, µM (highest dose often 28.7 µM), without a hit: at the highest dose activity change, negative = inhibition, usual class: inhibitors; 310,000 compounds, 5.9% hits; also: potency is read from the fitted curve at half-maximal effect; % is scaled to controls: 0 for no effect and ±100 for the full control effect
#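 Compounds are pin-transferred into medium, infected erythrocytes (2% hematocrit, 0.1% parasitemia final) are added, and plates sit one parasite generation at 37 C in 5% CO2. Detection reagent is then added and luminescence measured.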
# * marks the source's active call; other numbers are inactive results; i = inactive; ? = inconclusive; / = not tested or not shown; & = joins results of further samples; [ ] = remark or other dose. Unless noted, calls follow the shape of the dose curve; as a rule, active = well fitted curve in the direction sought with a large enough effect; inconclusive = small, poorly fitted or top-dose-only effect, or another doubt; inactive = no such curve, though single readings can be large; an effect the other way counts as inactive or inconclusive.
SMILES,LmPK inh,Tb PYK inh,Cycloheximide cs,Shiga toxin inh,Pf growth 96h,AMA1 RON2 block,Pf growth 48h
Cc1cc(CNC(=O)COc2ccc(F)cc2Cl)cc(C)c1O,-9%,0%,19,-5,-14%,-13%,-20%
Cc1cc(=O)nc2c3ccccc3n(C(C)C(=O)NCCN3CCOCC3)n12 (configuration not stated),-6%,0%,-12,7,?,-10%,8%
CCCc1cc(=O)[nH]c(SCC(=O)N2CCN(S(=O)(=O)c3ccc(C)cc3)C2)n1,2%,1%,-8,-13,13µM*,0%,/
COC(=O)c1sc2ccccc2c1N,1%,-24%,32*,60*,?,-3%,94%[activator]
COC(=O)CSc1snnc1-c1ccc(Cl)cc1Cl,6%,-6%,-2,18,/,11%,10%
COc1ccccc1NC(=O)c1nn(-c2ccccc2)ccc1=O,1%,-7%,6,16,?,-3%,?
COc1ccc(S(=O)(=O)N2CC(=O)Nc3ccccc32)cc1F,5%,-3%,-2,-6,?,-2%,-23%
Cc1noc(C)c1C(=O)Nc1nc2ccc(F)cc2s1,/,-14%,/,/,/,-3%,i
CCCCOc1ccc(Cc2c(COCC)[nH]c(=S)[nH]c2=O)cc1,0%,1%,1,-10,197%[activator],67%[activator],?
CCCCNC(=O)CN1CCC2(O)CCCCC2C1c1ccccc1OC (configuration not stated),-2%,-10%,-4,12,?,7%,?
COC(=O)c1ccc(CSc2ncnc3ccccc23)o1,-5%,1%,-4,-10,?,-3%,/
CCN1CCN(C(=O)Cn2nc(C)n3c(cc4c(OC)cccc43)c2=O)CC1,4%,-1%,1,-15,-29%,0%,12%
Cn1c(=O)[nH]c(=O)c2c1nc(N1CCNCC1)n2Cc1cccc2ccccc12,0%,-2%,-1,-18,?,1%,?
CSc1ccc(C2C(C#N)=C(N)N(c3ccccc3)C3=C2C(=O)CCC3)cc1 (configuration not stated),0%,1%,17,-6,0%,13%,13µM*
COC(=O)c1cc(NC(=O)C2(S(=O)(=O)c3ccc(C)cc3)CC2)cc(C(=O)OC)c1,2%,-7%,-3,-2,?,-8%,-20%
CCN(CC)C(=O)C1CCC(CNS(=O)(=O)c2cccc3nsnc23)CC1 (configuration not stated),-2%,-6%,-3,-4,?,6%,9%
Cc1cccc(NC(=O)CC(C)(C)C)c1,6%,9%,1,-5,-1%,39%[activator],13%
CCOC(=O)N1CCN(CC(=O)Nc2ccc(C)c(Br)c2)CC1,-2%,6%,-5,-17,?,6%,-4%
CCC(C(=O)NC1CCCC1)N(C(=O)Cn1nnc(-c2ccc(C)o2)n1)c1ccc(OC)cc1 (configuration not stated),0%,-5%,-5,-5,27%,4%,?
CCOC(=O)c1ccc2nc(NC(NC(C)=O)(C(=O)OC)C(F)(F)F)sc2c1 (configuration not stated),6%,-5%,-3,11,-15%,0%,27%
O=C(NC1=NCCS1)C1CCN(S(=O)(=O)c2ccccc2C(F)(F)F)CC1,/,1%,/,/,?,14%,?
CS(=O)(=O)N(CC(=O)Nc1ccccc1Br)Cc1ccccc1,-5%,-3%,-5,-8,-14%,-1%,-8%
COc1ccc(-c2cc(C(=O)Nc3nc4ccccc4s3)c3ccccc3n2)cc1OC,1%,4%,16*,43*,-32%,16%,4%
O=C(CSCc1ccc(F)cc1)Nc1ccc(F)cc1,-5%,-3%,17,19,6.6µM*,1%,1%
O=C(CCc1nnc(CCCc2ccccc2)o1)NCC(F)(F)F,3%,11%,36*,39*,0%,-3%,15%
CCN(C(=O)c1cc2cc3ccc(C)cc3nc2o1)c1ccc(OC)cc1,1%,4%,36*,37*,-24%,-10%,?
CCN1C(=O)c2cccc3c(S(=O)(=O)NC(Cc4c[nH]c5ccccc45)C(=O)O)ccc1c23 (configuration not stated),-2%,-1%,-2,11,19%,16%,-9%
COc1cccc(/C=C2\SC(=O)NC2=O)c1OCc1ccc(C(=O)O)cc1,-4%,-12%,-2,2,14%,3%,4%
O=C1CN(C(=O)COC(=O)CCNS(=O)(=O)c2ccc(Cl)cc2)c2ccccc2N1,-1%,0%,-6,2,26%,6%,1%
O=C(O)C(c1ccccc1)N1C(=O)c2cccc3cccc(c23)C1=O (configuration not stated),-2%,-25%,1,-16,1.5µM*,-2%,-17%
Cn1c(=O)[nH]c(=O)c2c1nc(SCCO)n2Cc1ccccc1Cl,-2%,-15%,-3,-10,?,-22%,-26%
COc1cccc(C(C)NC(=S)NCc2ccc(F)cc2)c1 (configuration not stated),4%,-4%,2,-10,?,24%,?
COCCCNCCCOc1ccc(C(C)(C)c2ccccc2)cc1,-4%,9%,-4,-10,29%,-20%,?
CC(=O)n1c(C=Nc2ccc(Cl)cc2)c(O)c2ccccc21,-10%,6%,12,6,?,11%,1.5µM*
Cc1cc(NC2C3CC4CC(C3)CC2C4)n2ncnc2n1 (configuration not stated),-5%,6%,2,26,/,13%,-21%
CCS(=O)(=O)c1ccc2oc(Nc3ccc(C(C)(C)C)cc3)nc2c1,3%,7%,-2,3,-29%,-22%,?
CCOC(=O)COn1c(=O)c(-c2ccc(OC)c(OC)c2)[n+]([O-])c2ccccc21,-16%,/,9,13,31%[activator],/,-24%
COc1ccc(SCCN2CCN(CC(C)C)CCC2=O)cc1,-5%,3%,8&4,6&9,39%[activator],30%[activator],36%[activator]
Cc1ccccc1OCC(=O)OCC(=O)NCc1ccco1,/,0%,/,/,10%,-3%,19%
O=C1Nc2ccc(Br)cc2C1(O)c1ccccc1 (configuration not stated),0%,26%,-1,-11,?,2%,6.6µM*
COc1ccc(CCNC(=O)C2CCCN(Cc3nc(-c4cccc(Cl)c4)oc3C)C2)cc1OC (configuration not stated),5%,-1%,7,-7,13%,-1%,-23%
Cc1cccc(CNS(=O)(=O)c2csc(C(N)=O)c2)c1,8%,-2%&-6%,-9,-8,-10%,-1%,-17%
O=C(N/N=C/C1CCCCC1)c1ccccc1-n1cccc1,/,-3%,/,/,0%,0%,15%
CCOc1ccc(NC(=O)CN(C)C(=O)c2cc3c(s2)CCCCC3)cc1OCC,/,2%,/,/,3%,-10%,9%
O=C(c1ccc([N+](=O)[O-])o1)N(Cc1nnc(-c2ccccc2Cl)o1)C1CC1,/,4%,/,/,?,122%[activator],?
CCC(C)(C)C1CCC2(CC1)NC(=O)N(CC(=O)N(C)CC(=O)Nc1ccccc1C(F)(F)F)C2=O (configuration not stated),-9%,-1%,58*,53*,?,-4%,3%
NC(=O)c1cc(N)ccc1N1CCCC1,-1%,1%,1,18,?,?,59%[activator]
Cc1ccccc1CN1C[C@@H]2C[C@@H](c3ccc4nsnc4c3)N3CCC[C@@]23C1=O,5%,-4%,-1,-7,?,-17%,?
CCOc1ccc(NS(=O)(=O)c2ccc(C(=O)N(C)Cc3cccc(OC)c3OC)cc2)cc1,-6%,8%,5,14,?,-10%,-13%
COc1cc(/C=N/NC(=O)c2ccc3ccccc3c2)ccc1Oc1ccc([N+](=O)[O-])cn1,5%,-5%,-2,5,-13%,-2%,-19%
COc1ccc(CC(=O)Oc2ccc(C)cc2Br)cc1S(=O)(=O)N1CCOCC1,/,-1%,/,/,47%[activator],-9%,9%
Cc1cc(C)c(NC(=O)c2cc(C(=O)O)ccc2C(=O)O)c([N+](=O)[O-])c1,1%,-3%,-3,-3,2.3µM*,-19%,-5%
O=C(CCCN1C(=O)C(c2ccccc2)Oc2cccnc21)NCc1ccc(F)cc1 (configuration not stated),0%,5%,14,-5,?,-3%,?
CC1SCCN1S(=O)(=O)c1ccc2ccccc2c1 (configuration not stated),5%,29%,-2,-5,6%,15%,-9%
CN(CCOc1ccc(Cl)cc1)C(=O)CNS(=O)(=O)c1ccc(N(C)C)c([N+](=O)[O-])c1,/,-4%,/,/,?,-21%,?
Brc1ccc2c(c1)C(c1cccnc1)=NNC(c1cccs1)=N2,-1%,16%,5,-2,?,?,?
CCOP(=O)(OCC)C(NC(=O)c1ccccc1C)C(Cl)(Cl)Cl (configuration not stated),-4%,9%,3,17,-17%,-6%,17%
COC(=O)c1cccc(C(=O)N2CCCC(CCC(=O)N(C)CCc3ccccn3)C2)c1 (configuration not stated),-5%,0%,1,1,-20%,-1%,?
O=C(CCc1ccccc1)NNC(=O)c1ccc(F)cc1,-1%,7%,-4,-3,22%,8%,?
O=C(C[n+]1cccc(C(=O)N/N=C/c2ccc(Br)cc2)c1)c1ccccc1,/,-1%,/,/,-20%,30%[activator],?

# Record cards (already shown). Order of values: LmPK inh, Tb PYK inh, Cycloheximide cs, Shiga toxin inh, Pf growth 96h, AMA1 RON2 block, Pf growth 48h
# Profile of O=C(C[n+]1cccc(C(=O)N/N=C/c2ccc(Br)cc2)c1)c1ccccc1 : /, -1%, /, /, -20%, 30%[activator], ?
# Profile of COc1ccc(CC(=O)Oc2ccc(C)cc2Br)cc1S(=O)(=O)N1CCOCC1 : /, -1%, /, /, 47%[activator], -9%, 9%
# Profile of CCOc1ccc(NS(=O)(=O)c2ccc(C(=O)N(C)Cc3cccc(OC)c3OC)cc2)cc1 : -6%, 8%, 5, 14, ?, -10%, -13%
# Profile of CC1SCCN1S(=O)(=O)c1ccc2ccccc2c1 (configuration not stated) : 5%, 29%, -2, -5, 6%, 15%, -9%
# Profile of Cc1cc(C)c(NC(=O)c2cc(C(=O)O)ccc2C(=O)O)c([N+](=O)[O-])c1 : 1%, -3%, -3, -3, 2.3µM*, -19%, -5%

# (continued)
SMILES,LmPK inh,Tb PYK inh,Cycloheximide cs,Shiga toxin inh,Pf growth 96h,AMA1 RON2 block,Pf growth 48h
COc1cccc(N(CC(=O)NCCSc2ccccc2)S(C)(=O)=O)c1,3%,-8%,16,14,?,-8%,-3%
O=C(Nc1nc(-c2cccs2)cs1)c1cc2ccccc2oc1=O,2%,/,1,8,59%[activator],/,69%[activator]
O=C1C2Sc3[nH]c(=O)sc3C(c3cc([N+](=O)[O-])ccc3O)C2C(=O)N1c1ccccc1 (configuration not stated),6%,-9%,-1,14,25%,-24%,22%
CCCCOc1ccc(C(=O)NCC(=O)OC2CCOC2=O)cc1 (configuration not stated),-1%,-2%,-2,-11,6%,-3%,12%
CCOC(=O)c1c(CN2CCOCC2)n(C)c2cc(Br)c(O)c(CN(C)C)c12,4%&6%,-28%&-13%,4&-2,-6&-12,?,-1%&0%,10µM*
O=S(=O)(Nc1ccccc1)c1ccc(NS(=O)(=O)c2cccs2)cc1,0%,0%,-3,-2,409%[activator],1%,4%
Fc1ccccc1C1c2[nH]c3ccccc3c2CCN1Cc1ccoc1 (configuration not stated),-3%,-3%,-1,-9,-24%,-20%,?
Cc1noc(C)c1C(=O)Nc1nnc(-c2ccccc2)s1,-7%,-11%,-2,-2,71%[activator],-15%,?
O=C(c1ccc(S(=O)(=O)N2CCOCC2)cc1)N1CCN(c2ccccc2F)CC1,-7%,2%,0,-7,-1%,-10%,-13%
CCN(CC)S(=O)(=O)c1ccc(C(=O)NCCN(C)C)cc1,0%,3%,-3,-6,34%[activator],-14%,-7%
